Screening results deposited in PubChem BioAssay by Broad Institute.
RAD54 branch = inhibitors of human RAD54 branch migration, primary screen, biochemical, fluorescence, single point | RAD54 Holliday junction branch migration, FAM/BHQ fluorescence | inhibition, % at 10.4 µM | 360,000 tested, 0.14% active | AID 602329, 2012 | DNA repair and recombination protein RAD54-like (Homo sapiens), Q92698;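 active = mean normalized replicate activity at least 40 and at least half of replicates scoring 40 or more; inconclusive = only one of the two criteria met; inactive = mean below 40 and under half of replicates reaching 40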;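 note: 0% = median of neutral control wells and 100% = median of positive control wells; inhibitors cause a drop in the FAM fluorescence signal; in these data hits start at about 50%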
Target sequence (Q92698 whole entry, looked up): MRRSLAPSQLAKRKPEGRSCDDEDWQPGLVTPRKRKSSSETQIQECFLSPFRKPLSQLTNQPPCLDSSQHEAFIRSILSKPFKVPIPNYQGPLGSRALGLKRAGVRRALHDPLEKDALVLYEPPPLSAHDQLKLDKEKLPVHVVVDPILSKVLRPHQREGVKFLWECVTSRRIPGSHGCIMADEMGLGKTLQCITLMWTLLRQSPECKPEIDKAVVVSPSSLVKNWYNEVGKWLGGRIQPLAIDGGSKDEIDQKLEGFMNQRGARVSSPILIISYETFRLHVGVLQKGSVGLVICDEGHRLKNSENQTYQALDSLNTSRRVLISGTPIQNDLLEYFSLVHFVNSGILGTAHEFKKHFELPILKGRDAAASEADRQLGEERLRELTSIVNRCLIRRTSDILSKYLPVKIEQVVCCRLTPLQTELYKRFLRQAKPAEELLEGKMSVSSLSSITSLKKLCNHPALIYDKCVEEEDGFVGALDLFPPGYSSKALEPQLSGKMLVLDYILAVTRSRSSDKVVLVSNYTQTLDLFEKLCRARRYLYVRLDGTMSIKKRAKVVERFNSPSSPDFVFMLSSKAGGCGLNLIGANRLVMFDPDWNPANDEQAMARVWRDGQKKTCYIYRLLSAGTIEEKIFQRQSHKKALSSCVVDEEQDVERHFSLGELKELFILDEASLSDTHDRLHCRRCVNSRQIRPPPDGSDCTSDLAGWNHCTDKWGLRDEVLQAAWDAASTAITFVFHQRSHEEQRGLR
S100A4 MyoIIA = inhibitors of S100A4-myosin IIA peptide binding, primary screen, biochemical, fluorescence polarization, TAMRA-MyoIIA peptide | AID 652163, 2013 | Protein S100-A4 (Homo sapiens), P26447 | inhibition, % at 10.7 µM | 360,000 tested, 0.14% active;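 active = mean inhibition of at least 70% across replicates, with every replicate also reaching that level; inconclusive = mean inhibition reaches 70% but some replicates fall short; inactive = mean inhibition below 70%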
Target sequence (P26447 whole entry, looked up): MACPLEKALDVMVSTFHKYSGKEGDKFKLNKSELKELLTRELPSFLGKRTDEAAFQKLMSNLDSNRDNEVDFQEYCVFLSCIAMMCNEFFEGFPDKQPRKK
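Test system: S100A4 monomer protein; Medium: HEPES pH 7.2 with CaCl2, KCl, NaCl, DTT, Triton; Probe or stimulus: TAMRA-labelled myosin IIA heavy-chain peptide probe, 5 nM; Doses: one dose per compound; Times: polarization read 5 min after assay mix addition, stable 5–60 min; Benchmarks: neutral control DMSO, positive control TFP.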
esBAF inh = Bmi1 luciferase reporter increase in mESCs, primary screen, esBAF inhibitor project, mouse ES cells, Bmi1 luciferase knock-in, single point; 24 h; 100% = twice the neutral-well signal; reporter increase, % at 12.5 µM; 350,000 tested, 2% active; AID 602393, 2012; in the data active = activation above about 40%; inconclusive = no clear call, values can overlap the other calls;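 note: 0% = median of the plate's neutral control wells and 100% = double that signal; a rise in the Bmi1 reporter signal indicates esBAF inhibition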
XiGFP reactiv = activators of inactive X chromosome reactivation, primary screen, imaging, XiGFP fibroblasts, GFP high-content imaging, set 2; XiGFP mouse fibroblasts, % GFP-positive cells imaging, 3 d; cells co-treated with 5-aza-dC sensitizer; scaled so ellipticine positive control = 100%; activation, % at 7.58 µM; 360,000 tested, 0.055% active;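 active = mean normalized replicate activation at least 10% and every replicate at or above 10%; inconclusive = only one of the two criteria met; inactive = mean below 10% and not all replicates reach 10%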;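 note: 0% = median of on-plate neutral control wells and 100% = ellipticine 6 µM median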
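assay system = SV40-immortalized XiGFP fibroblast cells, line 68-5-11 | buffer or medium = DMEM plus 5-aza-dC sensitizer | doses = single-point pinned compound dosing | times = 3-day compound exposure, then 15 min fixation at room temperature | benchmarks = positive control ellipticine, 6 µM final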
ERAP1 inh = human ERAP1 aminopeptidase inhibitors, primary screen, biochemical, single point, plate reader. Endoplasmic reticulum aminopeptidase 1 (Homo sapiens), Q9NZ08. recombinant ERAP1, Leu-AMC fluorescence, 60 min. 340,000 tested, 0.15% active. inhibition, % at 10.7 µM;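 active = mean replicate inhibition of at least 30%, or all replicates individually reaching that 30% level; inactive = mean below 30% and not every replicate reaching it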;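 note: 0% = neutral control wells and 100% = L-leucinethiol positive control wells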
E-sel inducer = E-selectin induction in HUVECs, primary screen, imaging, HUVEC, immunofluorescence imaging, single point; P16581; normalized: neutral wells 0, TNF-alpha wells 100; activation, % at 7.58 µM; 260,000 tested, 0.37% active; AID 686992, 2013;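 active = mean E-selectin-positive cell signal at least 10% of the positive control, reached in at least 60% of replicates, without over 20% cell loss; inconclusive = no rule given, readout overlaps actives, possibly toxicity-flagged; inactive = the rest, including those meeting only one limit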;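 note: in these data hits start at about 27%; measured in HUVEC primary endothelial cells; signal is the percent of cells scored E-selectin positive by PE staining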
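Test system: HUVEC | Signal: Immunofluorescence imaging | Read-out: Percent E-selectin-positive cells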
RAD52 anneal inh = RAD52 DNA annealing inhibitors, primary screen, biochemical, FRET, single point, set 2; DNA repair protein RAD52 homolog (Homo sapiens), P43351; recombinant RAD52 DNA annealing, FRET fluorescence; inhibition, % at 18.7 µM; 360,000 tested, 0.46% active;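 active = every replicate showing at least 50% inhibition; inconclusive = mean inhibition at least 50% but not in every replicate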
ERp5 inh = inhibitors of ERp5-driven insulin aggregation, primary screen, biochemical, turbidity, absorbance 650 nm, single point. 350,000 tested, 0.05% active. inhibition, % at 9.99 µM. Protein disulfide-isomerase A6 (Homo sapiens), Q15084. 90 min;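 active = mean replicate inhibition above about 25%, with every replicate also reaching it, limit read from the data, passing the limit was not always enough; inconclusive = only one of those two criteria met; inactive = neither criterion met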
* marks the source's active call; other numbers are inactive results; ? = inconclusive; · = no result given.

SMILES	RAD54 branch	S100A4 MyoIIA	esBAF inh	XiGFP reactiv	ERAP1 inh	E-sel inducer	RAD52 anneal inh	ERp5 inh
C[C@H](CO)N1C[C@H](C)[C@@H](CN(C)Cc2ccccc2)Oc2c(NS(=O)(=O)c3cccs3)cccc2C1=O	-8	9	-2	0.0	-1	0.1	-10	4
COC(=O)[C@]12CCCCC=C1N(Cc1ccco1)C(=O)[C@H](CC(=O)N1CCCCC1)C2	·	4	·	0.2	-1	0.0	-17	2
CC(O)(CS(=O)(=O)Cc1ccccc1)C(=O)Nc1cccc(C(F)(F)F)c1 (configuration not stated)	1	-7	-4	·	2	·	5	6
CC(C)NC(=O)N(C)C[C@@H]1Oc2ncc(-c3cccc(C#N)c3)cc2C(=O)N([C@H](C)CO)C[C@H]1C	-2	-13	0	0.1	0	-0.6	-2	-6
CCCNC(=O)[C@@H]1[C@@H](CO)[C@@H]2Cn3c(ccc(/C=C/c4ccccc4)c3=O)[C@H]1N2C(=O)c1cccnc1	0	-4	-3	0.2	-2	-0.4	-3	1
Cc1ccc(NC2CC(C)NC(=S)N2)cc1 (configuration not stated)	1	-1	2	0.0	2	1.0	-5	0
CCn1c(SCC(=O)NC2CCCCC2)nc2ccccc2c1=O	-2	-1	-11	0.0	55*	-0.1	-14	-2
COc1ccc(C2=NS(=O)(=O)N(C)C(C(=O)Nc3ccc4c(c3)OCO4)=C2)cc1OC	-2	-5	10	-0.1	3	-0.2	-7	1
O=C(NCC(c1ccco1)N1CCc2ccccc2C1)c1cccc([N+](=O)[O-])c1 (configuration not stated)	-11	24	-10	0.1	2	·	-12	-3
Cc1cccc(NC(=O)Cn2cnc3c(oc4nc5c(cc43)COC(C)(C)C5)c2=O)c1	0	0	2	?	2	·	-13	3
CCOC(=O)c1cc2c(ccn2C)n1CC(=O)N(C)C	·	10	·	0.0	0	0.7	-36	2
Cc1ccccc1N1CCN(C2CCCN(C(=O)c3ocnc3C)C2)CC1 (configuration not stated)	5	0	12	0.2	0	-1.1	-2	6
O=C(NCc1ccc(F)cc1)c1ccc(S(=O)(=O)N2CCCC2)cc1	3	8	14	0.1	-1	0.9	-7	-1
O=C(COC(=O)c1ccc([N+](=O)[O-])o1)NC1CCCCC1	2	-3	-6	0.9	1	·	-15	13
Cc1ccc(OCC(=O)OCC(=O)c2cccc([N+](=O)[O-])c2)cc1C	4	-9	10	0.1	5	·	-8	-8
O=C(COC(=O)CCc1nc2ccccc2c(=O)[nH]1)Nc1ccc(Cl)cn1	3	-7	-3	0.0	-3	2.3	-47	5
O=C(C[C@@H]1C=C[C@H](NC(=O)c2ccccc2)[C@H](CO)O1)NCc1ccc(Oc2ccccc2)cc1	8	7	5	-0.3	2	0.3	-1	0
CCCCCCn1c(COc2ccccc2F)nnc1SCC(=O)c1c(N)n(C)c(=O)n(C)c1=O	·	2	·	0.0	-2	·	-4	6
NC(=O)NNc1cccc(Cl)n1	13	8	·	0.0	2	-0.1	-8	1
COc1ccc2c3c(n(C)c2c1)[C@@H](CO)N(Cc1ccncc1)CC31CCN(C(=O)C2CCC2)CC1	·	13	·	0.4	1	0.2	-157	-11
Cc1noc(NS(=O)(=O)c2ccc(NC(=O)C(Cl)(Cl)Cl)cc2)c1C	-1	8	-1	-0.1	0	-0.2	-7	-4
COc1cccc(N2CCN(c3ccc4nnc(CCC(=O)Nc5cc(C)ccn5)n4n3)CC2)c1	7	1	-5	0.1	1	-0.2	-5	-1
CC(C(=O)N(C)C1CCCCC1)N1CCC(C(N)=O)CC1 (configuration not stated)	5	-3	7	0.1	-2	·	-17	2
COc1cc([N+](=O)[O-])cc(/C=N/NC(=O)c2cccnc2)c1O	-4	0	-9	0.0	8	-0.2	-10	3
Cc1noc(C)c1NC(=O)N(C)C[C@H]1OCCCC[C@H](C)Oc2ccc(NS(=O)(=O)c3cn(C)cn3)cc2C(=O)N([C@@H](C)CO)C[C@@H]1C	0	·	-5	-1.0	·	-0.3	·	·

ERAP1 inh, entries above that show a hit.
canonical_smiles	S100A4 MyoIIA	esBAF inh	ERAP1 inh	RAD52 anneal inh	ERp5 inh
CCn1c(SCC(=O)NC2CCCCC2)nc2ccccc2c1=O	-1	-11	55*	-14	-2

(further entries)
SMILES	RAD54 branch	S100A4 MyoIIA	esBAF inh	XiGFP reactiv	ERAP1 inh	E-sel inducer	RAD52 anneal inh	ERp5 inh
O=C(CNC(=S)N(Cc1ccc(F)cc1)C1CCCCC1)NCCN1CCOCC1	-6	1	-10	0.1	-2	0.9	1	-4
CCNC(=O)C[C@@H]1CC[C@H]2[C@H](COc3ccc(NC(=O)Nc4c(C)noc4C)cc3C(=O)N2C)O1	2	7	0	0.1	2	-0.1	-2	-3
C[C@H]1CN([C@@H](C)CO)C(=O)Cc2cc(NC(=O)CCC(F)(F)F)ccc2O[C@@H]1CN(C)CC1CCCCC1	-4	2	-5	0.4	-1	0.4	9	-1
COc1ccccc1NC(=O)Nc1ccccc1N1CCOCC1	-3	-4	17	0.0	-3	1.2	1	5
CO[C@@H]1CN(C)C(=O)c2cc(NC(=O)NC3CCCCC3)ccc2OC[C@@H](C)NC[C@H]1C	4	14	-5	0.0	2	0.2	3	2
COc1ccc(Br)cc1CNc1ccc(N2CCOCC2)cc1	5	2	6	0.0	2	-0.2	-10	5
Cc1cc(=O)[nH]c2c(N=Nc3ccc(O)cc3)c(N)nn12	-5	3	-3	0.0	1	·	-6	5
CCN1CCN(CCOc2cccc(Oc3ccccc3)c2)CC1	·	0	·	-0.1	6	5.3	-2	-9
Cc1cc2c(cc1C)CN(c1ccccc1)C2	-10	-1	48*	0.0	-3	0.0	-10	-4
O=C1[C@@H]2[C@@H](CC(COc3ccccc3)=C3[C@@H](c4ccccc4)OB(O)C[C@@H]32)C(=O)N1Cc1ccccc1	·	-4	·	·	4	·	-3	-10
CNC[C@@H]1Oc2ccc(NC(=O)CCCN(C)C)cc2CC(=O)N([C@@H](C)CO)C[C@H]1C	·	-8	·	0.2	-2	·	-22	-2
Cc1ccccc1-c1ccc2c(c1)O[C@H](CN(C)Cc1ccncc1)[C@H](C)CN([C@@H](C)CO)S2(=O)=O	2	7	-5	-0.6	3	-0.2	10	3
CCc1cccc(N(C(=O)c2csnn2)C(C(=O)NC2CCCCC2)c2cccnc2)c1 (configuration not stated)	-5	1	3	0.5	-7	·	-8	1
COc1ccccc1-c1ccc(C2[C@H]3CNC[C@@H]2N3S(=O)(=O)c2ccccc2OC)cc1 (some centres not stated)	·	6	·	0.0	-6	0.0	5	0
Cc1ccc(C(O)CCc2ccc(N)cc2)cc1 (configuration not stated)	3	-5	9	0.3	-1	-0.2	-55	1
CC1CCc2sc(NC(=O)c3ccc(N4C(=O)CCC4=O)cc3)c(C(N)=O)c2C1 (configuration not stated)	-4	-6	-2	0.2	6	·	0	-2
COc1ccc(-c2cc(C(=O)N3CCN(c4ccc(F)cc4)CC3)no2)cc1OC	12	3	-4	0.0	-5	·	-13	4
CC(C)NS(=O)(=O)c1ccc(NC(=O)Cc2ccsc2)cc1	10	3	20	0.0	-7	-0.1	-18	4
Cc1ccc(N=Cc2c(C)[nH]n(-c3ccccc3)c2=O)nc1	·	3	·	0.2	2	6.2	-9	-3
Cc1cccc(C(=O)N2CCCC(N3CCN(Cc4ccc5c(c4)OCO5)CC3)C2)n1 (configuration not stated)	-11	0	-3	-0.1	-3	0.1	-13	-1
C[C@H]1CN([C@@H](C)CO)C(=O)Cc2cc(NC(=O)Nc3ccc(C(F)(F)F)cc3)ccc2O[C@@H]1CN(C)S(=O)(=O)c1cn(C)cn1	1	-4	-2	-1.0	1	0.0	2	-6
Cc1cc(C(=O)N2CCc3c([nH]c4ccccc34)C2c2cccc(Cl)c2)nn1C (configuration not stated)	·	12	·	0.0	1	·	-34	-7
O=C(O)C1CCCCC1C(=O)Nc1ccc(-c2ccccc2)cc1 (configuration not stated)	·	-3	·	0.1	2	·	-2	-1
O=c1n(Cc2ccc(F)cc2)nc2n1-c1ccccc1SC2	·	4	·	0.5	-1	-0.1	-5	1
O=C(O)COc1ccccc1/C=N/n1c(C2CCCCC2)n[nH]c1=S	6	-2	-8	0.1	6	-0.1	-19	3

Additional compounds follow:
SMILES	RAD54 branch	S100A4 MyoIIA	esBAF inh	XiGFP reactiv	ERAP1 inh	E-sel inducer	RAD52 anneal inh	ERp5 inh
C[C@H]1CN([C@@H](C)CO)C(=O)c2cccc(NC(=O)CCCCCC(=O)Nc3ccccc3N)c2O[C@@H]1CN(C)C(=O)Nc1cccc2ccccc12	·	7	·	0.1	2	6.1	13	3
CC(=O)Nc1cccc(/C(C)=N/Nc2ccc(S(=O)(=O)Nc3ccccc3C(=O)O)cc2[N+](=O)[O-])c1	13	-12	-9	0.4	-53	·	3	3
O=C(NNc1cccc(Cl)c1)c1cccnc1Oc1ccccc1	·	-3	·	0.1	·	0.0	-9	0
COc1cc(/C=C/C(=O)OCC(=O)NCCN2C(=O)CSC2=O)ccc1OCC#N	-6	1	-3	-0.1	1	·	-4	8
O=C(CN1CCN(S(=O)(=O)c2ccc(Cl)c(Cl)c2)CC1)N1CCCCC1	-14	0	-5	0.2	0	·	-10	1
Cc1ccc(C)c(NC(=O)CN(C)C(=O)c2cc3c(s2)CCCCC3)c1	·	-3	2	0.3	-6	·	-13	-4
CCN(CC)c1ccc(C=C2C(=O)OC(c3ccccc3)OC2=O)cc1 (configuration not stated)	·	-44	·	0.0	17	·	-73	1
CCN(C(=O)CN1CCC(C)CC1)c1c(N)n(Cc2ccccc2)c(=O)[nH]c1=O	6	0	·	0.0	2	·	-20	-4
COc1ccc(NC(=O)CCNC(=O)Cn2cnc3sc4c(c3c2=O)CCCC4)cc1OC	-3	2	6	0.1	0	·	-5	2
O=C(COC(=O)Cn1cnc2ccccc2c1=O)Nc1ccc2c(c1)OCO2	-8	1	11	0.1	2	1.5	-10	6
CC12COC3(C(=O)NCCc4ccccc4)CC1CCC32C (configuration not stated)	·	9	·	0.0	-2	0.1	-3	-4
Cc1noc(C)c1S(=O)(=O)Nc1ccc2c(c1)C(=O)N([C@H](C)CO)C[C@H](C)[C@H](CN(C)CC1CCCCC1)O2	3	0	-1	0.0	1	-0.1	3	0
C/C(=N\NC(=O)c1ccc(Br)cc1)c1cccc(NC(=O)c2cccnc2)c1	·	-2	·	0.4	3	·	-33	-4
C[C@H](CO)N1C[C@H](C)[C@H](CN(C)Cc2ccc(C(F)(F)F)cc2)Oc2c(NS(C)(=O)=O)cccc2C1=O	-1	5	-2	0.0	0	-4.2	-7	-3
